CCHF vOTU inh = CCHFV vOTU protease inhibitors, primary screen, biochemical, Pep-AMC substrate, fluorescence. Crimean-Congo hemorrhagic fever virus L polyprotein viral ovarian tumor (vOTU) protease …. inhibition, % at 11.5 µM. hit rate 0.55% among 370,000; further: 0% = vehicle wells with enzyme and 100% = no enzyme wells
Rv3671c inh = Rv3671c serine protease inhibitors, primary screen, biochemical, fluorescence polarization, M. tuberculosis H37Rv; P9WHR9; hit rate 0.048% among 320,000; inhibition, % at 5.96 µM; in the data active means inhibition above about 38%;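 further: extracellular domain of Rv3671c used as enzyme; 0% = enzyme with DMSO and 100% = no enzyme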
Target sequence (P9WHR9 whole entry, looked up, the tested form may be a part): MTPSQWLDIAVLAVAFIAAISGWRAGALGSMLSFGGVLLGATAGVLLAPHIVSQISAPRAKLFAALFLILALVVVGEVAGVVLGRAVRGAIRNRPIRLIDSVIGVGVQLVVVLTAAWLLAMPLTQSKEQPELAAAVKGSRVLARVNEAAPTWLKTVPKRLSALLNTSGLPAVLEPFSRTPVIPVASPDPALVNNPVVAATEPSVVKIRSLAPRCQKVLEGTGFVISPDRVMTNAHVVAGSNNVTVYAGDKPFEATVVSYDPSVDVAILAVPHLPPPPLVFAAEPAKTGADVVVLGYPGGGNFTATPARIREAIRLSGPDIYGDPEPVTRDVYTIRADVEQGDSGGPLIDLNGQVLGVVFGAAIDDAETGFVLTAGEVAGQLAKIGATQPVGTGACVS
Mtb FBA inh = Mtb FBA enzyme inhibitors, primary screen, biochemical, fluorescence, strain H37Rv; AID 588726, 2011; hit rate 2.3% among 360,000; purified M. tuberculosis FBA, fluorescence read-out; Fructose-bisphosphate aldolase (Mycobacterium tuberculosis (strain ATCC 25618 / H37Rv)), …; inhibition, % at 1 µM; in the data active means inhibition above about 27%;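 further: 0% = vehicle and 100% = reference inhibitor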
Target sequence (P9WQA3 whole entry, looked up): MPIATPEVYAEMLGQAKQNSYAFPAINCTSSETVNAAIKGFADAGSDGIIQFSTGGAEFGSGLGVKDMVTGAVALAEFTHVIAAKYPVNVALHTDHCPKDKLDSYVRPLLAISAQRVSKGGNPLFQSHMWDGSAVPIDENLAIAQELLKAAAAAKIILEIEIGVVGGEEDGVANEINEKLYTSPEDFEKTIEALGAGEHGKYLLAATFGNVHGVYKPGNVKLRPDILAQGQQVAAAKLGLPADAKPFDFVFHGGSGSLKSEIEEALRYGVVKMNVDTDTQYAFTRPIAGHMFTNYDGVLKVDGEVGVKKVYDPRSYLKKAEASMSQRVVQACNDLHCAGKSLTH
BioA inh = M. tuberculosis BioA enzyme inhibitors, primary screen, biochemical, plate reader, single point, HTS; purified M. tuberculosis BioA enzyme; 7,8-diaminopelargonic acid synthase BioA (Mycobacterium tuberculosis); inhibition, % at 9.99 µM; hit rate 0.096% among 360,000; in the data active means inhibition above about 40%; inconclusive means no clear call, values can overlap the other calls
MazF activator = activators of E. coli MazEF toxin-antitoxin RNase, primary screen, biochemical, fluorescence, uHTS | Endoribonuclease toxin MazF (Escherichia coli (strain K12)), P0AE70 | hit rate 0.32% among 350,000 | FAM/BHQ RNA-DNA oligo cleavage fluorescence, 5 h | activation, % at 20 µM; in the data active means activation above about 50%
VHR inh abs = VHR1 phosphatase inhibitors, primary screen, biochemical, absorbance, uHTS | inhibition, % at 13.3 µM | hit rate 0.52% among 290,000 | Dual specificity protein phosphatase 3 (Homo sapiens), P51452 | recombinant VHR phosphatase, pNPP absorbance | AID 1654, 2009; in the data active means inhibition above about 50%; further: some compounds called inactive have numbers as strong as hits
Target sequence (P51452 whole entry, looked up): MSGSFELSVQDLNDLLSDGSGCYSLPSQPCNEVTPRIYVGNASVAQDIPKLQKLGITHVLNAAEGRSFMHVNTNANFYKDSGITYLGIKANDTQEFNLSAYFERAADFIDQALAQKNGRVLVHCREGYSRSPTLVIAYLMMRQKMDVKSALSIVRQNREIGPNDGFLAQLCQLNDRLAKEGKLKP
BoNT F protease = BoNT/F light chain protease inhibitors, primary screen, biochemical, flow cytometry, MLPCN library; inhibition, % at 10 µM; hit rate 0.22% among 360,000; Multiplex microsphere protease cleavage assay; Botulinum neurotoxin type F light chain protease (Clostridium botulinum); AID 588497, 2011; in the data active means inhibition above about 35%, passing the limit was not always enough; inconclusive means no clear call, values can overlap the other calls; further: plate controls were buffer without enzyme for full effect and enzyme alone for no effect
GDH-TPI inh = GDH-TPI coupling enzyme inhibitors, primary screen, artefact control for M. tuberculosis FBA inhibitor project, biochemical, absorbance, full deck; GDH-TPI coupled enzyme counterscreen, NADH absorbance; inhibition, % at 4.8 µM; hit rate 1.2% among 360,000; AID 588335, 2011;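 further: 0% = DMSO wells and 100% = wells lacking the enzyme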
FadD28 FP inh = inhibitors of FadD28 bisubstrate probe binding, primary screen, biochemical, fluorescence polarization, single point. inhibition, % at 12.5 µM. hit rate 0.22% among 360,000. AID 588549, 2011; in the data active means inhibition above about 8.5%, passing the limit was not always enough; inconclusive means no clear call, values can overlap the other calls
UGM FP inh = M. tuberculosis UGM enzyme inhibitors, primary screen, biochemical, fluorescence polarization, single point; hit rate 0.06% among 320,000; AID 504406, 2011; inhibition, % at 10 µM; purified UGM, fluorescence polarization probe displacement; in the data active means inhibition above about 10%, passing the limit was not always enough; inconclusive means no clear call, values can overlap the other calls
Starred values were filed as active, the others as inactive; u = inconclusive; x = no result given. Unless noted, no stated cut-off is given here; in the data, active means inhibition above about 30%; inactive means the rest.

mol	FadD28 FP inh	UGM FP inh	MazF activator	GDH-TPI inh	BioA inh	Rv3671c inh	CCHF vOTU inh	BoNT F protease	Mtb FBA inh	VHR inh abs
COc1ccc(-c2nnc(NC(=O)C(C)C)o2)cc1	-2.7	0.1	2	5	0.1	-3	3	-6	-1	29
Cc1c(/C(O)=C2/C(=O)C(=O)N(CCN3CCOCC3)C2c2ccccn2)cnn1-c1ccccc1 (configuration not stated)	-0.9	1.3	6	6	-1.4	2	7	10	-2	26
COc1cc(/C=C2\C(C)=C(C#N)c3nc(N)c(C#N)c(C)c32)ccc1OCC(=O)O	3.0	-0.5	-1	10	0.8	-11	0	-7	0	-3
CCCCCCN1C[C@@H](n2cc(COC(=O)c3ccccc3)nn2)[C@H](O)C[C@@H]1c1ccc(Cl)cc1	0.3	x	1	5	0.3	x	7	2	-1	x
CCOc1ccc(C(=O)Cn2cnnc2C#N)cc1	-1.9	-0.6	9	7	2.8	-5	-7	1	1	-3
Cc1ccc(NC2Nc3cc(C)nn3S2)c(C)c1 (configuration not stated)	-8.7	-2.0	7	3	x	5	-1	-4	5	26
CCCCn1c(N)c(N(CCOC)C(=O)C2CCN(S(=O)(=O)c3ccc(F)cc3)CC2)c(=O)[nH]c1=O	-2.5	3.4	-2	-2	0.6	1	10	6	0	x
COc1ccc(CNC2CCSc3ccccc32)cc1OC (configuration not stated)	-3.6	1.7	-5	-17	9.7	4	7	8	1	6
COc1ccc(Br)cc1CN1CCCCCC1	-1.8	-0.5	2	3	2.3	7	-19	-6	2	5
CCCCn1c2nc3ccccc3nc2c2c(=O)n(CCC)cnc21	0.0	-3.4	9	0	-0.3	-3	-3	6	10	22
CCOC(=O)c1ccccc1NC(=O)CN1CCC(n2nnc3cc(F)ccc32)CC1	-0.3	x	0	5	-1.3	x	-5	-1	1	x
CCc1nn(CCCC(=O)N2CCN(c3cccc(C)c3C)CC2)c(=O)c2cc3occc3n12	-0.9	0.4	3	3	2.4	-4	-1	9	-4	-15

Next section:
mol	FadD28 FP inh	UGM FP inh	MazF activator	GDH-TPI inh	BioA inh	Rv3671c inh	CCHF vOTU inh	BoNT F protease	Mtb FBA inh	VHR inh abs
COc1ccc(C(=O)N2CCC(c3ccccc3)CC2)c(OC)c1OC	1.3	3.0	4	-1	x	2	-18	-7	5	19
CCC(=O)NC(c1ccccc1Cl)c1c(O)ccc2ccccc12 (configuration not stated)	-4.9	1.6	12	-1	x	2	2	0	6	22
O=C(O)CC(CC(=O)Nc1ccc(C(=O)O)cc1)c1ccccc1 (configuration not stated)	-3.3	1.2	4	24	-2.0	4	-1	-6	-9	8
Nn1c(SCc2nc3ccccc3[nH]2)nnc1-c1cccnc1	-6.2	-0.4	1	0	59*	1	17	0	-1	-8
O=C(Nc1cc([N+](=O)[O-])ccc1N1CCCC1)c1cccs1	-3.3	-0.3	1	9	3.1	0	-2	-1	-15	-9
COc1ccc2nc3oc(C(=O)NCCCOC(C)C)cc3cc2c1	-3.8	3.9	7	13	-1.9	-6	-82	5	111*	17
CCN(CC)CCN1C(=O)C(=O)/C(=C(/O)c2c(C)[nH]c(C(=O)OC)c2C)C1c1ccco1 (configuration not stated)	-3.3	2.3	4	21	0.0	-2	-3	2	4	12
CCOc1ccc(CCNC(=O)COC(=O)CNS(=O)(=O)c2ccc(NC(C)=O)cc2)cc1OCC	-1.6	2.8	-2	2	-2.1	-5	-6	3	1	x
Cc1cc(C)c(S(=O)(=O)N2CCN(C(=O)c3ccccc3OCc3c(C)noc3C)CC2)c(C)c1	-5.2	x	-1	-10	-1.4	x	-2	-1	-1	x
COc1cc(N)c(Cl)cc1C(=O)OCC(=O)NC1CCCC1	-0.4	1.2	7	1	0.2	-1	6	-8	-2	2
O=C(COc1ccccc1)NCc1n[nH]c(=S)n1-c1ccccc1	1.1	-2.2	1	-5	x	-10	11	47*	4	6
COC(=O)c1cnn(-c2ccccc2)c1C(OC)OC	-0.9	1.1	2	12	4.4	-6	0	u	1	-11

Additional structures
mol	FadD28 FP inh	UGM FP inh	MazF activator	GDH-TPI inh	BioA inh	Rv3671c inh	CCHF vOTU inh	BoNT F protease	Mtb FBA inh	VHR inh abs
O=C(CCC(=O)N1CCSc2ccccc21)NC1CCCCC1	-1.2	3.0	6	7	-3.6	-4	19	-3	6	21
COc1ccc(C(=O)Cc2ccc(OC)c(OC)c2)cc1	-1.3	-0.6	-1	2	-0.3	3	9	-15	-1	-8
COc1cc2[nH]c(=O)n(CCC(=O)N3CCN(c4cccc(C)c4C)CC3)c(=O)c2cc1OC	0.5	0.2	8	11	-0.5	9	-1	-9	-1	33
Cc1cccc(C)c1NC(=O)COC(=O)CSc1nnc(N)s1	-0.5	3.7	3	2	-1.6	-5	2	-16	1	-3
CC(=O)C(Cc1ccccc1)NC(=O)CN1CCc2ccccc2C1 (configuration not stated)	-1.1	-0.1	6	3	x	3	-21	25	5	15
COc1ccc(OC)c(NC(=O)c2cc(OC(C)=O)cc(C(=O)Nc3cc(OC)ccc3OC)c2)c1	-0.8	-0.5	-15	17	-1.3	-12	4	x	0	26
CC(C)C(=O)N1CCC(CN=Cc2c(O)n(C3CCCCC3)c(=O)n(C3CCCCC3)c2=O)CC1	-1.2	x	0	0	2.6	x	9	-4	0	-12
Cc1cccc(CN2CCC(C(=O)Nc3ccc(Oc4cccnc4)cc3)CC2)c1	2.0	1.4	1	1	1.2	-2	-6	1	2	32
CN(C)C(=O)Cn1c(SCC(=O)Nc2ccc3c(c2)OCO3)nc2ccccc21	-0.1	-5.0	-1	15	-0.1	4	7	0	-1	31
Cc1cc(C=C2C(=O)NC(=S)NC2=O)c(C)n1C1CCCC1	-2.3	-0.9	10	7	-0.9	10	8	-6	-5	15
O=C(NC1CCCCC1NC(=O)c1cccs1)c1cccs1 (configuration not stated)	-0.2	-1.1	9	12	-0.6	-2	-12	-10	-1	18
Cc1ccc(S(=O)(=O)c2nc(S(C)(=O)=O)sc2N2CCCC2)cc1	-0.6	0.1	5	-3	-1.3	-1	0	4	-4	-4

Other structures
mol	FadD28 FP inh	UGM FP inh	MazF activator	GDH-TPI inh	BioA inh	Rv3671c inh	CCHF vOTU inh	BoNT F protease	Mtb FBA inh	VHR inh abs
CCCCN(C(=O)c1c(-c2ccccc2)noc1C)c1c(N)n(CCC)c(=O)[nH]c1=O	-1.4	-0.2	5	-9	-0.1	12	-1	x	2	x
O=C(c1ccccc1F)N(Cc1nc2ccccc2c(=O)[nH]1)C1CCCC1	-0.1	-3.3	-5	2	x	1	-3	-1	3	38
COc1ccc(CN(CC(=O)NCc2ccc(F)cc2)C(=O)c2csnn2)cc1	-2.4	-1.3	0	-7	-0.9	1	-8	0	0	7
CC(=O)N1CCN(c2ccc(N)cc2)CC1	-3.0	5.2	1	3	-0.6	-25	38*	-15	-4	x
CC(c1ccco1)N(C(=O)c1cc(Cl)cc(Cl)c1)c1ccccn1 (configuration not stated)	-7.5	1.5	8	1	0.5	0	14	4	1	44
CCOC(=O)CC(=O)Nc1nnc(C(C)C)s1	-2.5	0.0	3	9	0.1	1	-7	10	-1	4
Cc1ccccc1N1C(=O)C2ON(c3ccccc3)C(c3cccnc3)C2C1=O (configuration not stated)	-2.4	0.5	-8	-4	-1.6	2	-1	-5	5	44
O=C(c1ccccc1)N1CCN(C(=O)c2cc3nc(-c4ccccc4)cc(C(F)(F)F)n3n2)CC1	-2.6	-0.5	2	5	0.5	-9	9	8	2	12
CCC(c1nnc(SCC(=O)NCCc2ccc(Cl)cc2Cl)o1)N(C)C (configuration not stated)	-0.2	1.1	0	-15	0.2	-6	3	-10	7	25
CCOCCCNC(=S)N(Cc1ccccc1)Cc1nc2ccccc2c(=O)[nH]1	-4.0	-0.2	4	6	-0.7	-3	7	-9	4	-5
CCOc1ccc(OCC)c(NC(=O)CSc2nnnn2CC)c1	0.9	2.7	3	10	x	1	-7	-5	3	9
CCN(C(=O)COC(=O)c1ccccc1NCCO)c1cccc2ccccc12	-1.5	x	-7	4	0.8	8	-132	-7	114*	x

(listing goes on)
mol	FadD28 FP inh	UGM FP inh	MazF activator	GDH-TPI inh	BioA inh	Rv3671c inh	CCHF vOTU inh	BoNT F protease	Mtb FBA inh	VHR inh abs
CN(Cc1ccccc1C(F)(F)F)C(=O)C1CCC(=O)N(CC2CCCCC2)C1 (configuration not stated)	-3.3	x	9	4	-0.1	x	8	2	-2	x
CC(C)c1cccc(C(C)C)c1NC(=O)COC(=O)c1ccc2c(c1)S(=O)(=O)c1ccccc1C2=O	-4.6	1.8	-6	4	x	6	-5	-3	0	3
Cn1c(CNS(=O)(=O)c2ccc(Br)cc2)n[nH]c1=S	-0.1	-1.0	6	7	-2.8	-6	-5	-10	-5	16
COc1ccc(OC)c(CN2CCC(Cc3ccccc3)CC2)c1	-5.3	2.9	5	-17	2.0	3	9	-3	-4	-4
CCN(CC)CCC(c1ccc(N(C)C)cc1)c1c(OC)cc(OC)c2ccc(=O)oc12 (configuration not stated)	-2.8	-0.5	10	6	-0.7	6	-4	-12	-1	10
Cc1ccccc1S(=O)(=O)N1[C@@H](c2cccc(Cl)c2)C(C(=O)OC(C)(C)C)=CC[C@H]1c1ccc(Cl)cc1	-9.6	x	x	x	-1.6	x	5	-8	0	x
